Screening results as filed in PubChem.
14-3-3 Bad PPI = disrupts binding of bovine 14-3-3 zeta to phospho-Bad peptide; P63103; TR-FRET 14-3-3zeta/Dy647-pBad peptide displacement, 1 h; inhibition, % at 21.7 µM; 220,000 compounds, 0.71% hits;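 active means inhibition above about 70%, limit read from the data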;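 further: 0% = full 14-3-3 plus peptide FRET controls and 100% = background without 14-3-3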
PPC-1+TRAIL kill = PPC-1 cancer cell killing with TRAIL present; PPC-1 cells + TRAIL, ATPLite viability luminescence; cell killing (% activity), % at 4 µM; 220,000 compounds, 0.41% hits; AID 1443;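 active means cell killing above 50% in the first pass at 4 µM, then a duplicate retest at 5 µM averaging 50% or more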;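 further: plate controls were cells with TRAIL plus DMSO for no effect and medium-only wells lacking cells for full effect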
TRPN1 ag = agonists of zebrafish TRPN1 channel; HEK293 zebrafish TRPN1-YFP, Fluo-8 calcium fluorescence; 100% = response to 87 µM carbachol; activation, % at 3 µM; 220,000 compounds, 0.18% hits;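 active means activation above its plate's cutoff, the mean activation of test wells on that plate plus 3 SD, cut at about 19% in these data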;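 further: 0% = DMSO alone and 100% = 87 µM carbachol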
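Control set: carbachol 87 µM as high control, DMSO as low control; system: HEK293 stable line with zebrafish TRPN1-YFP; read-out: % activation versus carbachol response; detection: intracellular calcium fluorescence with Fluo-8; doses: single test compound dose, 3 µM nominal, 0.3% DMSO; schedule: dye 1 h 37 °C plus 30 min RT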
CHOP inhibitor = CHOP inhibition in unfolded protein response; CHO-K1 CHOP-promoter luciferase, tunicamycin-induced, 15-18 h; inhibition, % at 10 µM; 220,000 compounds, 3.8% hits;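 active means compounds that reduced the stress-induced luciferase reporter signal by more than about 70% of percent inhibition, limit read from the data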;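 further: 0% = tunicamycin plus vehicle and 100% = wells without tunicamycin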
TRPML3 agonist = activates the human TRPML3 channel; Q8TDD5; HEK293 TRPML3-YFP, Fluo-8 calcium fluorescence; 100% = the carbachol control signal; activation, % at 3 µM; 220,000 compounds, 0.29% hits; AID 1448;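 active means activation above its plate's cutoff, the mean activation of the plate's test wells plus 3 SD, cut at about 12% in these data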;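 further: 0% = DMSO only wells and 100% = carbachol wells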
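system = HEK293 cells stably carrying human TRPML3-YFP | doses = one concentration, 3 µM nominal, 0.3% DMSO | timing = dye loading 1 h 37 °C then 30 min ambient, 125 s read | detection = Fluo-8 calcium dye fluorescence, ex 470-495, em 515-575 nm | benchmarks = high control carbachol 87 µM, low control DMSO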
NPY-Y1 antag = antagonists of human neuropeptide Y receptor Y1 | HEK293-CNG Y1 cells, membrane potential fluorescence; NPY at EC95, then isoproterenol | inhibition, % at 3.6 µM | 200,000 compounds, 1% hits | AID 1040;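 active means inhibition above the campaign mean inhibition of all tested compounds plus 3 SD, cut at about 20% in these data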;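 further: 0% = DMSO wells given NPY plus isoproterenol and 100% = isoproterenol alone without NPY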
Target sequence (P25929 whole entry, looked up): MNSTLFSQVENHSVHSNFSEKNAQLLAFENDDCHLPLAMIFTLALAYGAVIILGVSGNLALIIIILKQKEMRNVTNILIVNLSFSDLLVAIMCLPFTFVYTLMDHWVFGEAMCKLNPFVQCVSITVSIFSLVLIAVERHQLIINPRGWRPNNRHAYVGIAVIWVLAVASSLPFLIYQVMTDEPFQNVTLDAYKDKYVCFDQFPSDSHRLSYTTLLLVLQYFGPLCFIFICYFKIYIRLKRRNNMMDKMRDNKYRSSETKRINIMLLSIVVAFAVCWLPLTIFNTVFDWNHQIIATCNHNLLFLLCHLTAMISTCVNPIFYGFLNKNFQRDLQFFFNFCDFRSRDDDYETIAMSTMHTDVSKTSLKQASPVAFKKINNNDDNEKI
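Benchmarks – high control isoproterenol alone, low control NPY with isoproterenol · Material – HEK293 Y1/CNG channel cell line · Times – dye 3 h, compound 60 min room temperature, stimulation 45 min · Probe or stimulus – NPY (25 nM), isoproterenol (1 µM), Ro 20-1724 (25 µM) · Evaluation – % inhibition of NPY effect · Signal – fluorescence, membrane potential probe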
NPY1 pot ag = human NPY-Y1 potentiation or agonism, primary screen | P25929 | NPY-Y1 expressing cells, potentiator/agonist activation | activation, % at 3.6 µM | 220,000 compounds, 0.37% hits | AID 1304; in the data active means activation above about 33%, passing the limit was not always enough;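 further: cells stimulated with NPY at EC10 then isoproterenol at EC100; 0% = low agonist plus stimulus and 100% = saturating agonist plus stimulus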
EP2 modulator = modulators of human EP2 prostaglandin E2 receptor. P43116. EP2-expressing cells, cAMP HTRF FRET, PGE2 co-stimulation. induction, % at 25 µM. 260,000 compounds, 0.83% hits. AID 940;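 active means compounds whose cAMP rise, as percent of the full-agonist control response, exceeds 60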;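 further: rat C6 glioma line stably carrying human EP2 under a CMV promoter; the protocol text gives 20 µM as final concentration; 100% = response of wells given 1 µM PGE2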
Target sequence (P43116 whole entry, looked up): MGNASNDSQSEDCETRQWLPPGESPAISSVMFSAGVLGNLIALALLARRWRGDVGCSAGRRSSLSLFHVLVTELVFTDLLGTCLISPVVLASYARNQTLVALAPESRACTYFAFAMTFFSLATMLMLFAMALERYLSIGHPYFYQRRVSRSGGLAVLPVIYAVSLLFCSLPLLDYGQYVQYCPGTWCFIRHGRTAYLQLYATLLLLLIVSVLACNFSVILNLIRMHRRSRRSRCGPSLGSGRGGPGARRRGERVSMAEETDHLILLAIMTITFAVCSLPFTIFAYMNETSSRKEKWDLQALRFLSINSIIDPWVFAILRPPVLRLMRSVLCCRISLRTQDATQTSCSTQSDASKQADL
EP2 antag = blocks the human prostaglandin E2 receptor EP2. C6 glioma cells expressing human EP2, cAMP TR-FRET; cells stimulated with saturating PGE2. inhibition, % at 25 µM. 260,000 compounds, 0.52% hits. P43116;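 active means percent inhibition above 40 after rounding to a whole number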;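 further: rat C6 glioma host cells with rolipram phosphodiesterase inhibitor present; the protocol text gives 20 µM as final concentration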
Active calls of the source: *; · = no result given; & = joins results of further samples; [ ] = remark or other dose. An excerpt; rates above refer to the full screens.

No. | mol | 14-3-3 Bad PPI | PPC-1+TRAIL kill | TRPN1 ag | CHOP inhibitor | TRPML3 agonist
1 | Cc1sc2nc(SCC(=O)NCc3ccco3)n(-c3ccccc3)c(=O)c2c1C | 8 | 0 | 0.3 | 38 | 0.2
2 | O=C(/C=C/c1ccco1)N(Cc1ccc(Cl)cc1)C1CCS(=O)(=O)C1 (configuration not stated) | 0 | 13 | 0.8 | -2 | 0.5
3 | NC(=O)c1nn(-c2ccccc2)nc1NC(=O)CN1CCCC1 | -1 | 13 | 2.4 | 25 | 0.9
4 | Cc1ccccc1-n1ncc2c([N+](=O)[O-])cc([N+](=O)[O-])cc21 | -1 | 14 | -3.2 | 44 | -1.2
5 | COc1ccc(-c2csc(N)n2)cc1F | 0 | 21 | 0.2 | -14 | 0.4
6 | CCc1ccccc1NC(=O)N[C@@H](C)C(=O)OC | 1[fluorescence artefact?] | 6 | 0.5 | -8 | 0.5
7 | Cc1c(C(=O)NCCCN2CCOCC2)sc2ncnc(N3CCN(c4ccccc4)CC3)c12 | -15 | -15 | 4.4 | 27 | -0.1
8 | CC(=O)N1c2ccccc2C(=O)OC1c1cccnc1 (configuration not stated) | 5 | 2 | -2.6 | 22 | 0.0
9 | COC(CN(C)C(C(=O)NC1CCCCC1)c1ccccc1)OC (configuration not stated) | 4 | 9 | 0.2 | 16 | 0.1
10 | O=C(Nc1ccncc1)c1cn(-c2ccccc2)nc1-c1cccs1 | 7 | 12 | 0.6 | 27 | 1.1
11 | N#Cc1ccc(NC(=O)c2cc(=O)c3ccccc3o2)cc1 | 0 | 12 | 0.5 | -35 | 1.0
12 | CCOc1ccc(NC(=S)Nc2ccc(OCc3ccccc3)cc2)cc1 | -8[fluorescence artefact?] | 16 | 0.4 | 4 | -0.3
13 | CC1(C)N=C(N)NC(Nc2cccc(Br)c2)=N1 | 8 | -14 | -1.3 | -26 | 0.4
14 | CC(=O)OCCNC(=O)c1cccnc1 | 1 | -3 | -0.1 | 7 | 2.6
15 | CC(=O)C1=C(O)C(=O)N(c2cc(C(C)(C)C)on2)C1c1ccc(Br)cc1 (configuration not stated) | 15 | -9 | -0.7 | -15 | 0.1

No. | NPY-Y1 antag | NPY1 pot ag | EP2 modulator | EP2 antag
1 | -5 | 7 | 34&10 | 15&17
2 | · | 6 | -27 | 6
3 | · | -11 | -8 | 6
4 | -2 | 15 | 27 | 8
5 | 2 | 2 | -48 | 3
6 | 4 | -7 | 25 | 8
7 | -7 | 0 | -35 | 10
8 | -2 | -1 | 17 | 10
9 | 3 | -16 | 3 | 6
10 | 5 | 8 | -22 | ·
11 | 0 | -9 | -16 | 5
12 | 1 | 8 | -11 | 6
13 | -1 | 20 | -10 | 15
14 | 11 | -15 | 3 | 3
15 | -1 | 6 | 9&8 | 12&19

Further compounds:
No. | mol | 14-3-3 Bad PPI | PPC-1+TRAIL kill | TRPN1 ag | CHOP inhibitor | TRPML3 agonist
16 | CCC(=O)c1ccc(OC(=O)c2cnccn2)cc1 | -5 | 12 | 0.9 | 1 | 0.1
17 | CCCCc1ccc(NC(=S)NCCO)cc1 | -1 | 20 | -1.0 | -2 | -0.2
18 | CCCc1cc(=O)[nH]c(SCC(=O)c2cc(C)n(-c3cc(C)on3)c2C)n1 | -6 | 17 | 1.6 | -4 | 1.4
19 | CCOC(=O)N1CCN(c2c(N3CCN(C(=O)OCC)CC3)c(=O)c2=O)CC1 | -3 | -6 | 1.2 | 20 | 0.7
20 | Cc1occc1C(=O)N/N=C/c1cnn(C)c1C | -1[fluorescence artefact?] | 7 | 0.4 | -11 | 0.3
21 | O=C(NNC(=O)c1ccc(F)cc1)C(=O)N1CCCCC1 | -10[fluorescence artefact?] | 14 | 0.3 | -21 | 1.0
22 | CC(=O)Nc1ccc(NC(=O)N2CCCCC2)cc1 | 5 | 5 | 1.0 | 11 | 0.1
23 | CCCCOC(=O)c1ccc(NC(=O)C2CCCO2)cc1 (configuration not stated) | -4[fluorescence artefact?] | 9 | 0.5 | -10 | 0.9
24 | COc1ccc(OC)c(N(CC(=O)Nc2cccc(C(F)(F)F)c2)S(C)(=O)=O)c1 | 4 | 5 | -0.3 | 8 | 0.0
25 | O=C(NCCc1ccccc1)c1cnc2n(c1=O)CCS2 | -12 | 4 | 1.3 | -11 | 0.7
26 | CCC1(c2ccccc2)NC(=S)N(c2ccc(C)c(C)c2)N1 (configuration not stated) | -2 | 2 | -0.3 | 26 | 0.6
27 | CCOc1ccccc1NC(=S)NNS(=O)(=O)c1c(C)cc(C)cc1C | -9 | 6 | -1.9 | 29 | 1.1
28 | O=C(CN1C(=O)C2CC=CCC2C1=O)Nc1nc2ccc(F)cc2s1 (configuration not stated) | -3 | 21 | 2.7 | 21 | 1.1

No. | NPY-Y1 antag | NPY1 pot ag | EP2 modulator | EP2 antag
16 | -2 | 5 | 32 | 8
17 | -1 | -3 | -12 | 4
18 | 5 | -18 | -5 | 1
19 | · | 12 | 5 | 7
20 | 3 | -2 | -5 | 10
21 | 2 | 10 | -10&18 | 7&9
22 | -1 | 16 | 0 | 10
23 | 3 | -9 | -18 | 6
24 | 0 | 8 | -63 | 2
25 | -5 | 1 | -2 | 8
26 | -1 | 11 | 12 | 11
27 | 11 | -20 | 15 | 5
28 | -4 | -5 | -3 | 6

Of the compounds above, 8 have four or more nitrogen atoms.
No. | mol | 14-3-3 Bad PPI | PPC-1+TRAIL kill | TRPN1 ag | CHOP inhibitor | TRPML3 agonist
3 | NC(=O)c1nn(-c2ccccc2)nc1NC(=O)CN1CCCC1 | -1 | 13 | 2.4 | 25 | 0.9
4 | Cc1ccccc1-n1ncc2c([N+](=O)[O-])cc([N+](=O)[O-])cc21 | -1 | 14 | -3.2 | 44 | -1.2
7 | Cc1c(C(=O)NCCCN2CCOCC2)sc2ncnc(N3CCN(c4ccccc4)CC3)c12 | -15 | -15 | 4.4 | 27 | -0.1
10 | O=C(Nc1ccncc1)c1cn(-c2ccccc2)nc1-c1cccs1 | 7 | 12 | 0.6 | 27 | 1.1
13 | CC1(C)N=C(N)NC(Nc2cccc(Br)c2)=N1 | 8 | -14 | -1.3 | -26 | 0.4
18 | CCCc1cc(=O)[nH]c(SCC(=O)c2cc(C)n(-c3cc(C)on3)c2C)n1 | -6 | 17 | 1.6 | -4 | 1.4
19 | CCOC(=O)N1CCN(c2c(N3CCN(C(=O)OCC)CC3)c(=O)c2=O)CC1 | -3 | -6 | 1.2 | 20 | 0.7
20 | Cc1occc1C(=O)N/N=C/c1cnn(C)c1C | -1[fluorescence artefact?] | 7 | 0.4 | -11 | 0.3

No. | NPY-Y1 antag | NPY1 pot ag | EP2 modulator | EP2 antag
3 | · | -11 | -8 | 6
4 | -2 | 15 | 27 | 8
7 | -7 | 0 | -35 | 10
10 | 5 | 8 | -22 | ·
13 | -1 | 20 | -10 | 15
18 | 5 | -18 | -5 | 1
19 | · | 12 | 5 | 7
20 | 3 | -2 | -5 | 10

2 entries from above, field by field:
(4) Cc1ccccc1-n1ncc2c([N+](=O)[O-])cc([N+](=O)[O-])cc21
  14-3-3 Bad PPI = -1
  PPC-1+TRAIL kill = 14
  TRPN1 ag = -3.2
  CHOP inhibitor = 44
  TRPML3 agonist = -1.2
  NPY-Y1 antag = -2
  NPY1 pot ag = 15
  EP2 modulator = 27
  EP2 antag = 8

(14) CC(=O)OCCNC(=O)c1cccnc1
  14-3-3 Bad PPI = 1
  PPC-1+TRAIL kill = -3
  TRPN1 ag = -0.1
  CHOP inhibitor = 7
  TRPML3 agonist = 2.6
  NPY-Y1 antag = 11
  NPY1 pot ag = -15
  EP2 modulator = 3
  EP2 antag = 3
